BaF3 tox: parental Ba/F3 viability inhibition as JAK2V617F counter-screen; hit rate 1.1% among 220,000; CellTiter-Glo ATP luminescence; inhibition, % at 5.6 µM;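 active = inhibition above a per-campaign cutoff, the mean inhibition of all tested compounds plus 3 SD, cut at about 27% in these data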;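 note: 0% = DMSO wells and 100% = JAK Inhibitor I control wells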
Ba/F3 V617F tox: lowers viability of Ba/F3 cells expressing EpoR and JAK2V617F; ATP luminescence; inhibition, % at 5.6 µM; hit rate 1.1% among 220,000;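 active = inhibition above the campaign mean plus 3 SD over all tested compounds, cut at about 24% in these data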;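 note: cytokine-independent growth of Ba/F3 cells driven by EpoR plus mutant JAK2; 0% = DMSO-treated cells and 100% = JAK inhibitor I control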
eIF4E-4G inh: eIF4E/eIF4G interaction inhibition in translation initiation; inhibition, % at 21.7 µM; AID 782; P63073+Q04637; hit rate 0.37% among 220,000; TR-FRET eIF4E-eIF4GI(517-606) binding, 2 h;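 active = inhibition above about 30%, limit read from the data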;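 note: 0% = full FRET control wells and 100% = background wells lacking eIF4GI fragment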
NPY2 pot ag: human NPY-Y2 potentiation or agonism, primary screen; P49146; cells expressing NPY-Y2, potentiator/agonist read-out; activation, % at 3.6 µM; hit rate 0.45% among 220,000; in the data active = activation above about 27%;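 note: cells stimulated with NPY near EC25 plus isoproterenol at EC100; 0% = vehicle plus submaximal agonist and 100% = vehicle plus saturating agonist; some results beyond the cut were filed as inactive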
Mdm2 ligase inh: inhibitors of human Mdm2 E3 ubiquitin ligase. hit rate 0.11% among 210,000. cell-based MDM2 ubiquitination luciferase reporter, 2 h; 0 = plate control, 100 = twice control, blank-subtracted. signal enhancement, % at 5 µM. Q00987;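 active = signal enhancement of 30% or more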;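 note: luminescence tracks abundance of the self-degrading MDM2-luciferase fusion protein; higher signal means inhibition of MDM2 E3 ligase activity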
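system = mammalian cells stably expressing self-ubiquitinating, self-degrading MDM2 E3–luciferase fusion | quantity = 2000 cells per well seeded | incubation = 4 h cell settling then 2 h compound exposure, 37 °C | signal = SteadyLite luminescence, 15 min reagent step | benchmarks = plate control and blank wells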
S1P4 ag: activates the human S1P4 receptor. hit rate 0.35% among 220,000. S1P4-expressing cell line, agonist reporter assay. activation, % at 4.98 µM. AID 1509. O95977; in the data active = activation above about 11%;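 note: 0% = DMSO vehicle and 100% = reference agonist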
Target sequence (O95977 whole entry, looked up): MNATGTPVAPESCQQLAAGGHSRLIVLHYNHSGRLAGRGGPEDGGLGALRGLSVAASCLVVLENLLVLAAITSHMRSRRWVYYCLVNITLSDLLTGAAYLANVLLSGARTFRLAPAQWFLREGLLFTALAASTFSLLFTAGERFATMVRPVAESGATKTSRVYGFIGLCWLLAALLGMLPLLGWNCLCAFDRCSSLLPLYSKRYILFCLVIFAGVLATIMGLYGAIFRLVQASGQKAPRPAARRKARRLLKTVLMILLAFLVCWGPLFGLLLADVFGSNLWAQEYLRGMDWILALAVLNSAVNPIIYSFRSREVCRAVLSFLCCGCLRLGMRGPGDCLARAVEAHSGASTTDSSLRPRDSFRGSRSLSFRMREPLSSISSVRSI
PERK inhibitor: human PERK inhibition, primary cell-based screen | Q9NZJ5 | inhibition, % at 5.6 µM | CHO PERK-DD fusion, SEAP luminescence translation reporter | hit rate 0.17% among 220,000;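 active = inhibition above the mean inhibition of all tested compounds plus 3 SD, set separately per screening campaign, cut at about 2.9% in these data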;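 note: PERK kinase domain activated by AP20187 dimerizer at 100 nM; 0% = DMSO with dimerizer and 100% = rapamycin at 8.4 µM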
Wee1 degr inh: human Wee1 degradation inhibition, primary screen; P30291; HeLa Luc-Wee1K328M stability, luciferase luminescence; 100% = proteasome inhibitor MG132 effect; reporter increase, % at 5 µM; hit rate 1.2% among 220,000; AID 1321;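 active = activation above the mean of all tested compounds plus 3 SD, set per screening run, cut at about 8.8% in these data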;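 note: cells exposed to compound for 20 h before luminescence read; 0% = DMSO alone and 100% = MG132 at 30 µM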
Target sequence (P30291 whole entry K328M): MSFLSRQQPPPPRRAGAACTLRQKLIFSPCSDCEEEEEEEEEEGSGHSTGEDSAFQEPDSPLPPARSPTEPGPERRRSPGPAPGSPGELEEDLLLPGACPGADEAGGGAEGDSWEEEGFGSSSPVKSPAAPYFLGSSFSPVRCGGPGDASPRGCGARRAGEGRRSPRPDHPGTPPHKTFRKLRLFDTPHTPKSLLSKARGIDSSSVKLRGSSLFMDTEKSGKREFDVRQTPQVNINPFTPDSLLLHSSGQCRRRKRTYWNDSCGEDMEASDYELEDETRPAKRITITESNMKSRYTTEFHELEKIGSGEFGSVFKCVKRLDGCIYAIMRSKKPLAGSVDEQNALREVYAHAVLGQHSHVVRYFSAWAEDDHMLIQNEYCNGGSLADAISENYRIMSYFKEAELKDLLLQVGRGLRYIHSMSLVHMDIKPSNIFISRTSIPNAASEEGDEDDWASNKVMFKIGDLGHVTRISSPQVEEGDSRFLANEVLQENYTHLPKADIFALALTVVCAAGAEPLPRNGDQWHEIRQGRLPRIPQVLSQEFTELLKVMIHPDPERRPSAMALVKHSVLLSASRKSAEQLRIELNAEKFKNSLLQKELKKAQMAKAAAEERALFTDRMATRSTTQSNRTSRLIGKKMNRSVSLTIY
S1P4 antag: blocks the human S1P4 receptor; S1P4-expressing cells, antagonist mode, reporter read-out; O95977; hit rate 0.26% among 220,000; inhibition, % at 4.98 µM; in the data active = inhibition above about 29%;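 note: 0% = wells stimulated with agonist and 100% = vehicle wells without agonist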
* hit, by the source's call; / = no result given; [ ] = dose if it differs, or a comment.

item | Structure | PERK inhibitor | S1P4 ag | NPY2 pot ag | Mdm2 ligase inh | eIF4E-4G inh
1 | Nn1c(SCc2cccc(Oc3ccccc3)c2)nnc1C(F)(F)F | 0.1 | 1.3 | -7 | 5 | 0
2 | O=C(COc1ccc(Cl)cc1)N(Cc1ccco1)C1CCS(=O)(=O)C1 (centres undefined) | 0.9 | 0.1 | 4 | -5 | 4
3 | CC(=O)c1cc(C(=O)N2CCc3c([nH]c4ccccc34)C2C2CCCCC2)[nH]n1 (centres undefined) | -1.2 | 4.1 | 1 | -10 | 1
4 | OC(COCC1COc2ccccc2O1)CN1CCCCC1 (centres undefined) | -0.3 | -1.1 | -7 | -6 | 4
5 | N#CC1=C(N)Oc2c(ccc3cccnc23)C1c1ccncc1 (centres undefined) | 1.7 | 0.0 | -16 | -12 | 5
6 | O=C(Nc1cccc(S(=O)(=O)N2CCOCC2)c1)c1cc2ccccc2o1 | 1.1 | -0.1 | -16 | / | -11
7 | Cc1cccc(C)c1OCC(=O)Nc1cccc(C(=O)O)c1 | 1.4 | 1.7 | 2 | -28 | 0
8 | CC(=O)NS(=O)(=O)c1ccc(NC(=O)c2cc(-c3cccs3)nc3ccccc23)cc1 | 0.4 | 0.9 | -6 | -4 | -11

item | BaF3 tox | S1P4 antag | Ba/F3 V617F tox | Wee1 degr inh
1 | 3 | 5 | 1 | 0
2 | 1 | 4 | 1 | -2
3 | 4 | 15 | -1 | 4
4 | 8 | -10 | 5 | 1
5 | -3 | -6 | -2 | 2
6 | 0 | -14 | 1 | -2
7 | 7 | -12 | 1 | 4
8 | 4 | -1 | 4 | -2

The listing continues.
item | Structure | PERK inhibitor | S1P4 ag | NPY2 pot ag | Mdm2 ligase inh | eIF4E-4G inh
9 | c1ccc2c(-c3[nH]ncc3CNCCCn3ncc4ccccc43)cccc2c1 | 0.5 | 1.1 | -19 | -26 | 0
10 | Nc1c(C(=O)c2ccccc2O)cnn1-c1ccc(S(=O)(=O)N2CCOCC2)cc1[N+](=O)[O-] | 1.1 | -1.9 | -11 | -11 | -3
11 | Cc1c(/C=N/NC(N)=O)c2ccccn2c1C(=O)c1ccc(F)cc1 | 0.3 | 0.0 | 2 | -6 | -3
12 | Nc1cccc2c1C(=O)N(C(=O)c1ccc(Cl)c(S(=O)(=O)N3CCCCCC3)c1)C2=O | -0.8 | 2.5 | 2 | 7 | -1
13 | [O-][N+]12CC[N+]([O-])(CC1)c1ccccc12 | 0.1 | 0.6 | 13 | -15 | 7[fluorescence artefact?]
14 | CC(=O)N1c2c(cc(Br)cc2S(=O)(=O)N2CCOCC2)CC1C (centres undefined) | -0.2 | 1.1 | -2 | -7 | -2
15 | COc1cc(/C=N/NC(=O)c2ccc3nc[nH]c3c2)ccc1O | 1.0 | 0.5 | 1 | 0 | -2
16 | O=C(CN1C(=O)NC2(CCCCC2)C1=O)N1CCc2ccccc2C1 | -0.8 | -0.2 | -11 | -10 | 1

item | BaF3 tox | S1P4 antag | Ba/F3 V617F tox | Wee1 degr inh
9 | 13 | -12 | 16 | -1
10 | 2 | 1 | 3 | 1
11 | 5 | -16 | 0 | -2
12 | 3 | 32* | -1 | 3
13 | 4 | -7 | 0 | -2
14 | 13 | -8 | 0 | 0
15 | 1 | -5 | 1 | 2
16 | 8 | -12 | 4 | -2

The results go on:
item | Structure | PERK inhibitor | S1P4 ag | NPY2 pot ag | Mdm2 ligase inh | eIF4E-4G inh
17 | CC1CCCN(C(=O)CN2CCN(C(=O)c3ccco3)CC2)C1 (centres undefined) | 0.8 | 0.7 | 1 | -11 | -6
18 | CC(=NCc1ccccc1)C1=C(O)COC1=O | -0.6 | 1.1 | 7 | -5 | 4
19 | O=C(Nc1nc2c(s1)CN(Cc1ccccc1)CC2)C1CCC1 | 0.6 | 1.1 | 2 | 0 | 0
20 | CC(=O)NC(C1C(=O)CC(C)(C)CC1=O)(C(F)(F)F)C(F)(F)F | 0.8 | -0.9 | 13 | -6 | 3
21 | C/C(=N\NC(=O)c1ccc(NS(=O)(=O)c2cccs2)cc1)c1ccc(Cl)cc1 | 1.8 | 0.3 | 0 | -4 | 2
22 | COc1ccc(C)cc1S(=O)(=O)NC1CCCC1 | -0.2 | 0.1 | -4 | -9 | -15[fluorescence artefact?]
23 | CN(C)c1ccc(/C=C/c2ccc3ccccc3[n+]2C)cc1 | -1.0 | -1.8 | -6 | -53 | -3
24 | c1ccc2cc3[nH]c(CN4CCOCC4)nc3cc2c1 | 0.3 | 1.4 | -1 | / | -1

item | BaF3 tox | S1P4 antag | Ba/F3 V617F tox | Wee1 degr inh
17 | 2 | -5 | -4 | 2
18 | 0 | -17 | 2 | 3
19 | 5 | -6 | 1 | 3
20 | -1 | -20 | -4 | -4
21 | 4 | -19 | 1 | 2
22 | 3 | 1 | -2 | -3
23 | 100* | -40 | 102* | -4
24 | 2 | -16 | 1 | 5

Continued.
item | Structure | PERK inhibitor | S1P4 ag | NPY2 pot ag | Mdm2 ligase inh | eIF4E-4G inh
25 | CCC(=O)Nc1ccc(Oc2ccc3c(c2)C(=O)N(c2ccc(O)cc2)C3=O)cc1 | -0.1 | 2.1 | -2 | -15 | -6
26 | Cn1c(Cn2cnc(Cl)c2Cl)nc2ccccc21 | 0.3 | 0.0 | -18 | 1 | 5[fluorescence artefact?]
27 | COc1n[nH]c(C(=O)NCc2ccccc2)c1[N+](=O)[O-] | 1.3 | -1.0 | 6 | -10 | -3
28 | CCCCn1cnc(C(=O)OCC)c1N | 0.5 | -0.6 | 2 | -2 | 3
29 | Cc1noc(C)c1COc1ccc(C(=O)Nc2cccnc2)cc1 | 0.7 | 0.8 | 1 | -5 | 9
30 | COC(=O)CNC(c1ccccc1)c1cc(C)ccc1NC(=O)c1cccc(Cl)c1 (centres undefined) | -0.8 | 0.4 | -6 | 5 | 3
31 | CC(C)(C)NC(=O)CN(C(=O)CS(=O)CC(=O)Nc1ccc(F)cc1)c1ccccc1 (centres undefined) | 0.2 | 1.0 | -7 | -9 | -4[fluorescence artefact?]
32 | O=C(Nc1ccc(Oc2ccc(NC(=O)c3ccco3)c(NC(=O)c3ccco3)c2)cc1)c1ccco1 | -1.6 | -1.5 | -8 | -3 | -26

item | BaF3 tox | S1P4 antag | Ba/F3 V617F tox | Wee1 degr inh
25 | 6 | 7 | 6 | 1
26 | 3 | 1 | 2 | 3
27 | 2 | 9 | -3 | -1
28 | 5 | -4 | 3 | 1
29 | 2 | -19 | 1 | 2
30 | 2 | -17 | -1 | -2
31 | 8 | -12 | 5 | 0
32 | 4 | -9 | 5 | -1

New compounds follow.
item | Structure | PERK inhibitor | S1P4 ag | NPY2 pot ag | Mdm2 ligase inh | eIF4E-4G inh
33 | O=C(CCSc1nc2ccccc2o1)N1CCOCC1 | 0.9 | 1.1 | -1 | -16 | 17[fluorescence artefact?]
34 | NC(=O)N1c2ccccc2C=Cc2ccccc21 | 0.2 | 2.5 | 7 | / | -5
35 | CCOC(=O)CSc1nnc(CNC(=O)c2cccs2)n1-c1cccc(C)c1 | -0.5 | 8.9 | 0 | -30 | -3
36 | CN(C(=O)CCc1nnc(Cc2ccc(-c3ccccc3)cc2)o1)C1CCOCC1 | -0.3 | -0.6 | 3 | 4 | -1
37 | CC(=O)NS(=O)(=O)c1ccc(NC(=S)NC(=O)C(C)(C)C)cc1 | 0.0 | -3.2 | -2 | -8 | -4
38 | CCC(C)NS(=O)(=O)c1ccc(OCC(=O)Nc2ccc3c(c2)OCO3)cc1 (centres undefined) | 0.2 | 0.4 | 9 | -6 | -3
39 | Cc1cccc(C)c1NC(=O)C[N+](C)(C)CC(O)COc1cccc2ccccc12 (centres undefined) | 0.6 | -0.6 | 66* | -8 | -6
40 | COc1ccc(C(=O)N2N=C(c3ccccc3)CC2(O)C(F)(F)F)cc1 (centres undefined) | -0.6 | 0.0 | -5 | -6 | 2

item | BaF3 tox | S1P4 antag | Ba/F3 V617F tox | Wee1 degr inh
33 | 1 | -10 | 0 | -1
34 | 3 | -17 | -2 | 1
35 | 6 | -7 | 7 | 0
36 | 14 | -12 | 0 | 0
37 | 1 | -15 | -1 | -3
38 | 1 | -4 | -7 | -2
39 | 4 | -10 | -2 | 3
40 | 7 | -6 | -2 | -1

Following part.
item | Structure | PERK inhibitor | S1P4 ag | NPY2 pot ag | Mdm2 ligase inh | eIF4E-4G inh
41 | COc1ccc(O)c(C(=O)c2cc(C#N)c(=O)n(-c3c(C)n(C)n(-c4ccccc4)c3=O)c2)c1 | 0.3 | -2.7 | 6 | 2 | 5
42 | CN(C(=O)c1cccc(C#N)c1)c1nnc(C2CCOC2)s1 (centres undefined) | -0.4 | 1.1 | 4 | -2 | -3
43 | CCOC(=O)N1CCC(N(CCN(C)C)C(=S)Nc2cccc(OC)c2)CC1 | 0.0 | 0.6 | 1 | -8 | 0
44 | Cc1onc(-c2ccccc2)c1C(=O)N1CCN(S(=O)(=O)c2ccc3c(c2)OCCO3)CC1 | 0.4 | -1.0 | 1 | 2 | 5
45 | O=c1cc(N2CCc3ccccc3C2)[nH]c(=O)n1-c1ccccc1Cl | -0.1 | -1.1 | 4 | -8 | 1
46 | COc1ccc(C(CC(=O)NCCN2CCOCC2)NS(=O)(=O)c2ccc(C)cc2)cc1 (centres undefined) | 0.6 | -1.3 | 5 | -35 | -3[fluorescence artefact?]
47 | Cc1ccc(-c2nnc3n2CCCCC3)cc1 | 0.5 | 0.4 | -6 | 23 | -9[fluorescence artefact?]
48 | Cc1ccccc1Cn1cc(NC(=O)c2cc(-c3cccs3)on2)cn1 | 0.0 | -0.5 | 5 | 3 | 2[fluorescence artefact?]

item | BaF3 tox | S1P4 antag | Ba/F3 V617F tox | Wee1 degr inh
41 | 1 | -2 | -1 | 0
42 | 4 | 2 | 2 | 1
43 | 2 | -1 | -1 | 2
44 | 8 | -13 | 1 | 0
45 | 2 | -4 | -1 | 5
46 | 1 | -10 | -3 | 0
47 | 4 | -1 | -3 | 1
48 | 1 | 0 | 0 | 1

(more compounds)
item | Structure | PERK inhibitor | S1P4 ag | NPY2 pot ag | Mdm2 ligase inh | eIF4E-4G inh
49 | COc1cc(C2NC(=O)NC(C)=C2C(=O)OC(C)(C)C)ccc1OCC(N)=O (centres undefined) | 1.9 | 0.0 | 5 | -2 | -6
50 | Cc1c(Cl)c(-c2n[nH]c(=S)n2CC(C)C)nn1C | -0.2 | 1.2 | 14 | 2 | 2[fluorescence artefact?]
51 | O=C(CSc1nnc(Cc2ccccc2)n1-c1ccccc1)NNC(=O)Cc1ccccc1 | -1.3 | 0.4 | 7 | -12 | -13
52 | Cn1c(/C(C#N)=C/c2ccc(O)cc2)nc2ccccc21 | 0.3 | 0.4 | 2 | 4 | 2
53 | COc1cccc(N/C=C(\C#N)c2ccc(OCCCF)cc2)c1 | 0.6 | -0.2 | -8 | -6 | -2

item | BaF3 tox | S1P4 antag | Ba/F3 V617F tox | Wee1 degr inh
49 | 3 | -40 | -1 | -2
50 | 0 | -12 | -2 | 5
51 | 0 | 4 | -4 | 17*
52 | 3 | 5 | -2 | 3
53 | 1 | 2 | -1 | 0

Compound activity deposited in PubChem by several laboratories.
